# TNAP act hiacc = TNAP (human) activation, high acceptor; purified TNAP, CDP-star luminescence, 1 M DEA, 30 min; hits give high values; 0 = EDTA background, 1 = DMSO-only activity; 200,000 tested, under 10 active; activation factor at 20 µM; AID 1136;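 active = activation factor at least 2 at 20 µM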
#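 Assay system: human TNAP; Input: enzyme diluted 1/800 final; Reagent: CDP-star luminogenic substrate at 100 µM final; Timing: 30 min, room temperature; Signal: luminescence; Evaluation: TNAP activation factor scaled between EDTA and DMSO control wells.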
# Diaph act CS = activates diaphorase or chemically reduces, flagging diaphorase assay artifacts; Diaphorase/resazurin coupled assay, resorufin fluorescence, 16 min; hits give high values; 1 = vehicle wells, 0 = NADH-free wells; activation factor at 20 µM; 190,000 tested, 0.005% active; AID 1229;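 active = diaphorase activity raised at least twofold by the compound at 20 µM; inactive = activation factor below 2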
#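 Material: bacterial diaphorase enzyme (C. kluyveri); amount: enzyme 0.07 U/mL final; reagent: NADH substrate 0.114 mM plus resazurin dye 0.1 mM, final; doses: single compound dose of 20 µM, 1% DMSO final; timing: 16 min enzyme reaction, ambient temperature; measured by: fluorescence of resorufin, 544 nm excitation, 590 nm emission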
# TNAP inh hi DEA = inhibitors of human TNAP at high phosphate acceptor concentration | P05186 | purified TNAP, CDP-star luminescence, 1 M DEA | inhibition, % at 20 µM | 200,000 tested, 0.03% active;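 active = over 50% inhibition of tissue-nonspecific alkaline phosphatase at 20 µM in the single-dose screen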;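 note: plate controls were DMSO wells for no effect and EDTA-quenched wells as full inhibition for full effect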
# Efa HMGR inh = inhibitors of class II HMG-CoA reductase from Enterococcus faecalis; 190,000 tested, 0.41% active; inhibition, % at 10 µM; purified E. faecalis HMGR, NADPH absorbance 340 nm kinetic; AID 1066;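 active = inhibition above a set limit, the median over all tested compounds plus 3 SD, cut at about 9.5% in these data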;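 note: enzyme runs in reverse so mevalonate oxidation gives rising NADPH absorbance; 0% = complete reaction with DMSO and 100% = background rate lacking mevalonate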
# G6PDH CS = inhibits Leuconostoc G6PDH, flagging false hits in G6PDH-based assays; Purified L. mesenteroides G6PDH, diaphorase/resazurin coupled fluorescence, 45 min; inhibition, % at 5 µM; 200,000 tested, 0.12% active; AID 1020; in the data active = inhibition above about 50%
# Diaphorase inh = inhibits diaphorase or chemically oxidizes, flagging diaphorase assay artifacts | diaphorase resazurin-to-resorufin fluorescence, NADH, 16 min; bacterial (C. kluyveri) enzyme, not human | inhibition, % at 20 µM | 190,000 tested, 0.69% active | AID 1217;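 active = primary screen inhibition at 20 µM above a set limit, cut at about 50% in these data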;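 note: plate controls were DMSO with full reaction for no effect and wells lacking NADH for full effect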
#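 Test system: bacterial diaphorase enzyme (C. kluyveri); Quantity: 0.14 U/mL diaphorase, enzyme working solution; Times: reaction incubation of 16 min at room temperature; Measured by: fluorescence of resorufin formed from resazurin, Ex 544/Em 590 nm; Benchmarks: positive control minus NADH, DMSO neutral control.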
# PMI act = increases human mannose-6-phosphate isomerase activity; purified human PMI, coupled resazurin fluorescence, 20 min; hits give high values; 1 = vehicle control, 0 substrate-free wells; activation factor at 20 µM; 190,000 tested, 0.005% active; AID 1214;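 active = activation factor of 2 or more at 20 µM, relative to plate controls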
# Target sequence (P34949 whole entry, looked up): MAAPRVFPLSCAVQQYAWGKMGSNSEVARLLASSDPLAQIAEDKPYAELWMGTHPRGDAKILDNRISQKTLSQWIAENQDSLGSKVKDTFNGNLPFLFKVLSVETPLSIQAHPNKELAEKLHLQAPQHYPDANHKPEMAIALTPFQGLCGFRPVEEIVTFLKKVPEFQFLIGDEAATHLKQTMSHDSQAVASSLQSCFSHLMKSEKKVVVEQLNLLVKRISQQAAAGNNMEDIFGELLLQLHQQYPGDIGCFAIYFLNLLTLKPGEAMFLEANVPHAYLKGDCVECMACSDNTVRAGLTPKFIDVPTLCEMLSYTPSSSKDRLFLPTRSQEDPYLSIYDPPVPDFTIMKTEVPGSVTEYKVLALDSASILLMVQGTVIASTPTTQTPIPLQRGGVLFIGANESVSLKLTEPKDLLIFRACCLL
# FLuc stim CS = affects firefly luciferase, flagging false hits in luciferase stimulation screens; P08659; ATPlite luciferase biochemical, luminescence, 10 min; 0 = ATP-free wells, 1 = DMSO control; activation factor at 10 µM; 200,000 tested, under 10 active;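 active = luciferase activation factor, scaled between plate controls, of at least 2 with compound at 10 µM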
# Target sequence (P08659 whole entry, looked up): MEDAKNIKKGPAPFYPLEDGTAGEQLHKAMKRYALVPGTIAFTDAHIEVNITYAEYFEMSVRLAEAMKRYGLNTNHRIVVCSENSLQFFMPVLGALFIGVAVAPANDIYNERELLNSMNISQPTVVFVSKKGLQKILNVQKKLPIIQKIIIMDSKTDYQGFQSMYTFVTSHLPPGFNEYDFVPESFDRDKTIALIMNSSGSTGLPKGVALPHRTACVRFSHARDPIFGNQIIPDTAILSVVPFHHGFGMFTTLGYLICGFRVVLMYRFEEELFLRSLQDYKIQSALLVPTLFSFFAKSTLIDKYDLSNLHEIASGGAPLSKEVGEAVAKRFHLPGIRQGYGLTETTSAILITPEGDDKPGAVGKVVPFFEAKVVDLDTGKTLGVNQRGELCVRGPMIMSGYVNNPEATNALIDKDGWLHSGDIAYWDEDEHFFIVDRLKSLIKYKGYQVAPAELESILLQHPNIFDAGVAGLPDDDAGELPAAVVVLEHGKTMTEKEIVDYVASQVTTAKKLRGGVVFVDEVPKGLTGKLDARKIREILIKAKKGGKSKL
#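 System: Luciferase/luciferin detection reagent, cell-free biochemical luciferase assay | Medium: PBS buffer for ATP | Dosing: Test compounds dosed from 2 mM stocks in 100% DMSO | Timing: 10 min at ambient temperature | Signal: Luminescence measurement of luciferase light output | Evaluation: Luciferase activation, seen as luminescence increase over controls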
# TNAP inh no acc = TNAP (human) inhibition, acceptor-free conditions; 200,000 tested, 0.26% active; inhibition, % at 20 µM; AID 1012; purified TNAP, CDP-star luminescence, 30 min; P05186;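 active = tissue-nonspecific alkaline phosphatase inhibition above about 50% at 20 µM in the single-dose screen, limit read from the data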;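 note: 0% = DMSO negative control and 100% = EDTA positive control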
# PMI act hi M6P = PMI (human) activation, high substrate | coupled PMI enzyme assay, resazurin fluorescence, 20 min; hits give high values; 1 = untreated enzyme, 0 = substrate-free blank | activation factor at 20 µM | 190,000 tested, 0.34% active | AID 1216;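 active = activation factor of 2 or more at 20 µM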
#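 Test system: human phosphomannose isomerase with PGI, G6PDH, diaphorase coupling enzymes; amount: 15 ng/mL PMI; incubation: enzyme reaction with compound 20 min at room temperature; technique: resorufin fluorescence (Ex 544/Em 590 nm) from resazurin via diaphorase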
# Starred values were filed as active, the others as inactive; / = no result given. Hits appear at their usual frequency. Share with any hit: about 1.7%.
TNAP act hiacc	Diaph act CS	TNAP inh hi DEA	mol	Efa HMGR inh	G6PDH CS	Diaphorase inh	PMI act	FLuc stim CS	TNAP inh no acc	PMI act hi M6P
1.1	1.1	-5	O=C(O)CC(CNS(=O)(=O)c1cccc2nsnc12)c1ccccc1 (stereo not drawn)	1	2	-5	1.3	1	6	1.1
1	0.9	0	CCCCCc1c(C)nc(SCC(=O)O)[nH]c1=O	-1	13	12	0.9	1	0	1
1.1	1.1	-10	N#C/C(=C\c1ccc[nH]1)S(=O)(=O)c1ccccc1	-3	23	-6	1	1	-6	1
1.1	0.9	-7	CN(CC(=O)Nc1ccc(C(N)=O)cc1)CC(=O)Nc1ccccc1Cl	6	-2	14	1	1	-7	1
1	1	-2	Cc1ccccc1NC(=S)NCCc1ccccc1	9	14	-1	1	1	-13	1.1
1	0.9	-2	Cc1nn(Cc2n[nH]c(=S)n2Cc2ccccc2)c(C)c1Cl	1	10	7	1.1	1.1	16	1
1	0.8	0	Cc1ccc(NC(C)C(=O)N/N=C/c2c[nH]c3ccccc23)cc1 (stereo not drawn)	-6	3	19	0.9	1	-21	0.9
1.1	0.9	-6	CCOC(=O)CNC(=O)CSc1nc2cccnc2n1C	1	6	15	1.1	1.1	-14	0.9
1	0.9	-2	COc1ccc(CCn2nnnc2C(c2ccc(C)cc2)N2CCN(C)CC2)cc1OC (stereo not drawn)	-6	-1	12	1	1	-10	1
1	0.9	-2	CC(NC(=O)Cc1cccs1)C(c1cccs1)N1CCN(c2ccccc2F)CC1 (stereo not drawn)	-1	2	10	1	1	-4	1
1	1	-4	CN(C)c1cc[n+](CC(=O)c2ccc(-c3ccccc3)cc2)cc1	-4	2	-2	0.9	1	-4	0.9
1	1.1	-4	CC12C=CC(=O)C=C1CCC1C3CCC(O)(C(=O)CO)C3(C)CC3OC312 (stereo not drawn)	2	3	-7	0.9	1	-8	1
1	0.9	-3	CCOC(=O)c1cc2sc(C)cc2n1CC(=O)N1CCN(C(=O)c2ccco2)CC1	0	3	8	1.1	1.1	-8	1
1	0.8	2	O=C(N/N=C/c1ccc(Br)cc1)c1ccc(F)cc1	-3	12	17	0.8	0.6	-1	0.9
1	0.8	-2	O=C(c1ccc(OC2CCN(Cc3ccccn3)CC2)cc1)N1CCCCCC1	-5	12	15	0.8	1	-6	0.9
1.1	0.9	-10	CCCCN=C1NC(=O)C(CC(=O)Nc2ccc(Cl)cc2)S1 (stereo not drawn)	-2	-1	12	0.9	1	-12	1
1.1	0.8	-5	CN(Cc1ccccc1)C(=O)COC(=O)c1cc(-c2ccc(Cl)s2)nc2ccccc12	-1	3	16	1	1.1	9	1
1	0.9	-2	O=C(Nc1ccc(Cl)cc1)Nc1ccc(N2CCCC2)c(S(=O)(=O)Nc2ccccc2Cl)c1	-5	-24	14	0.8	1	-13	0.9
0.9	0.9	6	O=C(N/N=C/c1cc([N+](=O)[O-])ccc1O)C12CC3CC(CC(C3)C1)C2	13*	9	7	1.3	1	-3	1.3
1.1	1.1	-6	CC(C)CC(=O)c1c[nH]c(C(=O)NCC2CCCO2)c1 (stereo not drawn)	-3	11	-12	1	1	3	1.1
1	0.9	-2	O=C(COc1ccccc1/C=C1/NC(=O)NC1=O)Nc1ccccc1	0	1	9	1	1	-15	0.9
1	0.9	-4	CCOC(=O)c1cnc2ccc(Cl)cc2c1N1CCN(C)CC1	-6	-7	7	0.9	1	-11	1
1.1	0.8	-5	CCSc1oc(-c2ccco2)nc1S(=O)(=O)c1ccccc1	-1	8	17	1	1.1	-12	1
1.1	0.8	-7	CCOC(=O)C1CCN(C(=O)COC(=O)COc2ccccc2OC)CC1	1	17	18	1	1	-8	0.9
1.1	1	-7	CN(C)c1nc2sc3c(c2c(=O)n1C)CC(C)(C)OC3	0	6	-4	1.1	1.1	1	1.1
1	0.8	-3	CCC(=O)Nc1cccc(C(=O)c2ccc(C)c(C)c2)c1	4	1	24	0.8	1	-8	0.8
1	0.9	-4	Brc1ccc(-c2noc(COc3ccc4c(c3)CCC4)n2)o1	-1	-31	12	0.9	1	-13	0.9
1.1	0.9	-5	CCn1c(SCC(=O)c2ccc(CNC(C)=O)o2)nnc1-c1cccs1	-4	6	11	1.1	1	-14	1
1.1	0.8	-6	O=C(CSc1ccc(Cl)cc1)Nc1cccc(NC(=O)c2ccco2)c1	-7	5	21	0.8	1	-11	0.8
1	0.9	-2	Cc1ccnc2ccc(-c3nc4ccccc4o3)cc12	0	5	14	0.9	0.9	0	0.9
1	0.9	3	COc1ccc(C(=O)N2c3cc4c(cc3C(C)=CC2(C)C)OCO4)cc1	-2	8	12	0.9	0.9	15	1
1	0.9	1	CC1CCCCN1CCNC(=O)CN1C(=O)COc2ccccc21 (stereo not drawn)	2	5	13	0.9	1	-1	0.9
1	0.4	1	CCC1(C)Cc2c(sc3nnn(Cc4ccccc4Cl)c(=O)c23)CO1 (stereo not drawn)	-1	4	57*	0.9	1	-4	1
1	1	1	COCc1cc(C)nc(SCC[N+](C)(C)CC(=O)c2ccccc2)c1C#N	-5	-2	2	1.1	1.1	-5	1.1
1	0.9	0	COc1ccc(S(=O)(=O)NC(C)C(=O)Nc2cccc(C(C)=O)c2)cc1 (stereo not drawn)	-1	-12	15	1	1	-12	0.9
0.9	0.9	8	CC1CN(S(=O)(=O)c2ccc(C(=O)Nc3sc4c(c3C(N)=O)CCN(C)C4)cc2)CC(C)O1 (stereo not drawn)	-7	10	9	1	0.9	-6	0.9
1	0.9	-3	Oc1c(C(Nc2nccs2)c2ccc(C(F)(F)F)cc2)ccc2cccnc12 (stereo not drawn)	0	8	8	1	1	-79	0.8
1.1	0.9	-6	COc1ccc(NC(=O)CSc2nnc(-c3ccncc3)n2CC2CCCO2)c(OC)c1 (stereo not drawn)	5	-11	13	0.9	1.1	-14	1
1	0.8	3	Cc1cc(C)c2nc(SCC(=O)NCCN3C(=O)CSC3=O)cc(C)c2c1	-4	-29	16	0.8	1	-11	0.9
1	0.9	-5	Cc1cc(C(=O)CSc2nncn2C)c(C)n1-c1ccccc1	-1	-4	11	1	0.3	-10	1
1.1	0.7	-6	Cc1cc(NS(=O)(=O)c2ccc(NC(=O)c3cc4c(=O)n5ccccc5nc4s3)cc2)nc(C)n1	-2	-3	26	1.1	1	-14	1
1	0.7	-2	COc1cccc(NC(=O)N2CCCC2)c1	-6	20	26	1	1	-9	0.9
1	0.8	-4	Cc1c(C(=O)NCc2ccc3c(c2)OCO3)oc2ccccc12	-1	6	19	0.9	1	-13	0.9
1.1	0.9	-6	Cc1ccc(N(C(C)C(=O)Nc2c(C)n(C)n(-c3ccccc3)c2=O)S(C)(=O)=O)cc1C (stereo not drawn)	-8	1	6	1	1.1	-15	1
1	0.9	-2	Nc1cc(N)cc(-c2nc3ccccc3[nH]2)c1	0	-36	15	1.1	0.9	-14	1.3
1	/	4	COc1ccc(C(=O)Nc2nc(C)cc(C)n2)cc1	-1	2	/	/	1	-5	/
1	0.7	-5	COc1ccccc1NC(=O)N(Cc1ccco1)Cc1cc2c(C)ccc(C)c2[nH]c1=O	6	2	28	1.2	1.1	-6	1.3
1	0.9	-2	CC(CN(C)Cc1ccccc1)OC(=O)c1ccccc1F (stereo not drawn)	-12	16	6	1.1	1.1	-15	1.1
1	0.8	2	Cc1noc(C)c1C(=O)OCC(=O)Nc1cc(Cl)ccc1Oc1ccccc1	0	6	20	0.8	1.1	-2	0.8
1	0.9	-2	CC(=O)Oc1ccc2c(=O)c(N3C(=O)c4ccccc4C3=O)c(C)oc2c1	3	19	14	0.9	0.9	-11	0.9

# New compounds follow:
TNAP act hiacc	Diaph act CS	TNAP inh hi DEA	mol	Efa HMGR inh	G6PDH CS	Diaphorase inh	PMI act	FLuc stim CS	TNAP inh no acc	PMI act hi M6P
1.1	0.9	-8	N=c1n(Cc2ccc(Cl)cc2)c2ccccc2n1CC(O)COc1ccccc1 (stereo not drawn)	-7	-7	6	1	1	-42	0.9
1	0.9	-4	COc1cccc(C(=O)N2CCN(Cc3ccccc3[N+](=O)[O-])CC2)c1	0	10	13	1.1	1.1	-2	1.1
1	1.2	-3	CCCn1c(N)c(C(=O)CN2CCc3ccccc3C2)c(=O)n(C)c1=O	-1	7	-16	1.3	1	8	1.1
1.1	0.9	-5	Cc1cc(C(=O)NCCCN2CCN(c3cc(Cl)ccc3C)CC2)n(-c2ccccc2)n1	-9	4	9	1	1	10	0.9

# Among those listed so far, 8 have a thiophene ring, fused or not:
TNAP act hiacc	Diaph act CS	TNAP inh hi DEA	mol	Efa HMGR inh	G6PDH CS	Diaphorase inh	PMI act	FLuc stim CS	TNAP inh no acc	PMI act hi M6P
1	0.9	-2	CC(NC(=O)Cc1cccs1)C(c1cccs1)N1CCN(c2ccccc2F)CC1 (stereo not drawn)	-1	2	10	1	1	-4	1
1	0.9	-3	CCOC(=O)c1cc2sc(C)cc2n1CC(=O)N1CCN(C(=O)c2ccco2)CC1	0	3	8	1.1	1.1	-8	1
1.1	0.8	-5	CN(Cc1ccccc1)C(=O)COC(=O)c1cc(-c2ccc(Cl)s2)nc2ccccc12	-1	3	16	1	1.1	9	1
1.1	1	-7	CN(C)c1nc2sc3c(c2c(=O)n1C)CC(C)(C)OC3	0	6	-4	1.1	1.1	1	1.1
1.1	0.9	-5	CCn1c(SCC(=O)c2ccc(CNC(C)=O)o2)nnc1-c1cccs1	-4	6	11	1.1	1	-14	1
1	0.4	1	CCC1(C)Cc2c(sc3nnn(Cc4ccccc4Cl)c(=O)c23)CO1 (stereo not drawn)	-1	4	57*	0.9	1	-4	1
0.9	0.9	8	CC1CN(S(=O)(=O)c2ccc(C(=O)Nc3sc4c(c3C(N)=O)CCN(C)C4)cc2)CC(C)O1 (stereo not drawn)	-7	10	9	1	0.9	-6	0.9
1.1	0.7	-6	Cc1cc(NS(=O)(=O)c2ccc(NC(=O)c3cc4c(=O)n5ccccc5nc4s3)cc2)nc(C)n1	-2	-3	26	1.1	1	-14	1

# Assay outcomes deposited in PubChem BioAssay by several laboratories.
